# TRPM1 prom inh: inhibitors of MITF-driven TRPM1 promoter in melanoma cells; SK-MEL-5 TRPM1 promoter luciferase, 24 h; inhibition, % at 12.5 µM; AID 488899; 330,000 compounds, 0.83% hits;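 active means mean inhibition across replicates of 60% or more, whatever share of single replicates reaches that level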; further: values of inactives mirror those of a sister screen read the other way
# CF NFkB inh: inhibitors of cystic fibrosis induced NF-kB; KKLEB NF-kB-GFP reporter, PAF-induced, GFP fluorescence overnight; inhibition, % at 5 µM; 360,000 compounds, 0.86% hits;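 active means at least 50% inhibition at 5 µM, scaled per plate between neutral and stimulator controls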;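 further: PAF is a Pseudomonas aeruginosa culture filtrate used as stimulus; plate controls were PAF-stimulated DMSO wells for no effect and unstimulated DMSO wells for full effect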
# HIF-2a inh: blocks HIF-2a reporter activity. 786-0 RCC cells HIF-2a reporter, luciferase luminescence, overnight. inhibition, % at 18.8 µM. 360,000 compounds, 0.72% hits. AID 624352;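 active means inhibition of the luminescence signal of 40% or more relative to plate controls, in a single-dose primary screen at 18.75 µM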
# TWEAK Fn14 block: blocks TWEAK-Fn14 interaction in a reporter cell assay; AID 1159606; inhibition, % at 10 µM; 360,000 compounds, 2% hits; TWEAK-stimulated Fn14 reporter cells, luciferase luminescence, 8 h; in the data active means inhibition above about 50%
# NR2E3 ag-1: agonists of human NR2E3 nuclear receptor. Q9Y5X4. CHO-S Gal4-NCOR/VP16-NR2E3 two-hybrid, luciferase. inhibition of corepressor binding, % at 3.98 µM. 360,000 compounds, 0.35% hits. AID 602229;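 active means inhibition above the mean of all tested compounds plus 3 SD, cut at about 70% in these data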;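 further: 0% = DMSO with NR2E3 transfected cells and 100% = cells lacking NR2E3 construct; higher means lower luciferase signal from less NR2E3 corepressor binding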
# Target sequence (Q9Y5X4 whole entry, looked up, the tested form may be a part): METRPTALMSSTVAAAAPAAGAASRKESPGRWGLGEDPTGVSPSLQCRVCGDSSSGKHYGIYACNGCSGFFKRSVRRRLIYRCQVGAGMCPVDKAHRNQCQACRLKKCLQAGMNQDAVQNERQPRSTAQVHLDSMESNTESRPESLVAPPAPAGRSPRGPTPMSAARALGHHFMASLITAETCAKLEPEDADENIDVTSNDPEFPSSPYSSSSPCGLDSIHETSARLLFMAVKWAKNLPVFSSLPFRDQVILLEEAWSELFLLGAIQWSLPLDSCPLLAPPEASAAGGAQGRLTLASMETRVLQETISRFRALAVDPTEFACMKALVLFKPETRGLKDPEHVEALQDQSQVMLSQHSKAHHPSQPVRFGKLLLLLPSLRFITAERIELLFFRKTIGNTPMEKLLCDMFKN
# Shn3 inh set2: inhibitors of Schnurri-3 3'UTR reporter in osteoblasts. Clone20 osteoblast Shn3 3'UTR firefly luciferase, 24 h. inhibition, % at 12.5 µM. 360,000 compounds, 0.52% hits;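 active means mean inhibition of at least 75% with every replicate also reaching 75%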;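 further: 0% = median of neutral control wells and 100% = pilot-screen positive control compound; some compounds past the cut are filed as inactive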
# NR2E3 ag-2: NR2E3 (human) agonism; Q9Y5X4; GST-NR2E3/biotin-RetCOR TR-FRET, 1536-well; inhibition of corepressor binding, % at 4.78 µM; 320,000 compounds, 0.12% hits; AID 2300;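 active means percent inhibition above the cutoff of mean plus 3 SD of all tested compounds, set per screening campaign, cut at about 20% in these data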;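 further: 0% = DMSO wells and 100% = biotin wells as full block of FRET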
#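 Material: NR2E3–RetCOR corepressor complex / Incubation: Compound–protein incubation for 5 h at 4 °C / Dosing: compound at 4.8 µM, single dose / Detection: time-resolved FRET / Benchmarks: high control biotin, low control 0.6% DMSO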
# iPSC survival up: enhancers of human iPSC single-cell survival | hiPSC single-cell survival, ATPlite luminescence; 100% = ROCK inhibitor wells, 0% = DMSO | survival enhancement, % at 20 µM | 360,000 compounds, 0.044% hits; in the data active means survival enhancement above about 18%;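 further: cells exposed to compounds for 16 hours before the ATP read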
# Peg3 promoter: inhibitors of Peg3 promoter; HeLa PEG-Prom luciferase reporter, luminescence, overnight; inhibition, % at 20 µM; 360,000 compounds, 1.7% hits;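 active means inhibition of at least 50% at 20 µM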
# KKLEB cytotox: counter-screen for CF NF-kB inhibitors: cytotoxicity; KKLEB CF airway cells viability, ATPlite luminescence, overnight; active compounds read low; cells stimulated with P. aeruginosa culture filtrate; activity change (cytotoxicity), % at 5 µM; 360,000 compounds, 0.36% hits; AID 602141;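 active means corrected activity change at or below -50% at 5 µM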
# aDG glyco act: alpha-DG glycosylation activation | 360,000 compounds, 0.22% hits | Pro5-aDG cells, alpha-DG glycosylation AlphaScreen (IIH6); 0% Pro5, 100% B10-LARGE cell signal | AID 624168 | activation, % at 10 µM;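 active means activation of at least 8% versus controls, or a plate z-score of at least 8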;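 further: Pro5 are CHO cells carrying HIG-tagged alpha-DG that lacks glycosylation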
# Numbers without * were called inactive; . = not tested or not shown.
Molecule	NR2E3 ag-2	HIF-2a inh	Shn3 inh set2	aDG glyco act	Peg3 promoter	TRPM1 prom inh	iPSC survival up	TWEAK Fn14 block	NR2E3 ag-1	KKLEB cytotox	CF NFkB inh
CSCCC(NC(=O)c1ccc([N+](=O)[O-])cc1Cl)C(=O)OCC(=O)NC(=O)CN1CCCC1=O (centres undefined)	1	11	-94	-0.1	7	9	-0.4	-6	2	11	-4
CC1CCN(S(=O)(=O)c2ccc(NC(=O)N3c4ccccc4Sc4ccccc43)cc2)CC1	3	-10	44	-0.1	7	9	-2.5	-2	-18	4	13
CCc1ccc(C(=O)C(C)OC(=O)Cn2cnc3c2c(=O)n(C)c(=O)n3C)cc1 (centres undefined)	3	4	15	0.3	1	3	-0.6	5	6	7	4
Cc1ccc(-c2noc(CCC(=O)Nc3ccccc3N3CCN(C)CC3)n2)cc1	-4	-13	-2	0.8	-16	-27	1.0	12	-43	2	5
CC(C)CC1NC(=O)c2cccnc2-n2c1nc1cc(F)ccc1c2=O (centres undefined)	.	6	-22	-0.1	-1	.	2.7	5	-2	-1	9
O=C(Cc1ccccc1)c1ccc(O)cc1O	.	-20	12	-0.4	-49	1	3.1	6	-47	-5	17
COc1ccc(OC)c(/C=N\NC(=O)c2ccc(=O)n(C)c2)c1	-3	10	7	0.1	12	7	1.6	9	0	-4	-18
Cc1ccc(C)c(OCC(=O)NCC(C)(C)N2CCOCC2)c1	0	5	-5	-0.2	10	6	2.6	1	5	26	10
Cc1ccccc1C(=O)Nc1ccccc1-n1cccc1	3	9	0	-0.1	8	2	0.6	-8	-17	8	14
COc1ccc(N2CCN(CC(O)c3c[nH]c4ccc(OC)cc34)CC2C)cc1 (centres undefined)	4	31	-18	-0.6	-1	-5	-0.4	10	-8	-2	-6
CCC(=O)N(C)C(c1ccccc1Cl)c1nnnn1-c1c(C)cccc1C (centres undefined)	1	28	2	0.0	24	4	1.1	5	-1	-10	14
CC1(C)SC2c3ccccc3C(=O)N2C1C(=O)O (centres undefined)	.	7	-9	0.1	4	13	-2.4	1	-33	-15	9
CC1CN(c2ccc([N+](=O)[O-])cn2)CC(C)O1 (centres undefined)	2	6	-6	-0.1	12	-3	0.2	5	-12	-1	-10
N#Cc1c(NC(=O)CSc2n[nH]c(N)n2)oc(-c2ccccc2)c1-c1ccccc1	4	18	8	-0.1	10	6	1.8	7	-21	20	-12
Cc1ccc(C(=O)OCC(=O)N2c3ccccc3NC(=O)C2(C)C)cc1S(=O)(=O)N1CCCCC1	.	17	10	1.3	23	2	-2.8	-9	-16	-23	35
Cc1cc(C)nc(NC(=O)/C=C/c2ccc(Cl)cc2)n1	0	-81	-6	0.0	-39	-32	0.2	-4	-36	-9	-12
COc1ccc(CC(=O)NNC(=O)CSc2nnc(C)n2-c2ccccc2)cc1	0	12	-15	0.1	14	-1	-0.3	9	-14	8	3
Cc1ccc2c(Cl)c(C(=O)NCc3cccnc3)sc2c1	-4	-70	1	0.5	-64	-16	-3.7	14	-15	-26	-20
COc1cc(C2C3=C(Nc4nc(N)[nH]c(=O)c42)c2ccccc2C3=O)ccc1O (centres undefined)	-2	12	-2	-0.1	17	3	-0.8	-8	-13	3	2
COc1c(Cl)cccc1-c1cn2ccc(C)cc2n1	0	-274	-132	0.4	-345	-65	-0.8	9	-193	-15	-5
COc1ccc(C2C(C#N)=C(N)Oc3cc(C)[nH]c(=O)c32)cc1OC (centres undefined)	4	11	3	0.0	9	-12	-0.6	-16	1	-5	-4
O=C(CSc1nnc(Cc2ccccc2)o1)c1ccc(F)cc1	0	-16	1	-0.1	-21	13	-0.5	-3	-7	-2	-2
CC(NC(=O)c1ccccc1)C(=O)OCC(=O)c1c(N)n(C)c(=O)n(C)c1=O (centres undefined)	1	3	-31	0.2	5	2	0.3	5	14	-4	3
CCc1nnc(NC(=O)c2cccc(S(=O)(=O)N(C)c3ccccc3)c2)s1	0	12	-5	0.7	-4	-6	0.8	-11	5	-2	16
Cc1ccnc(NC(=O)c2cccc3ccccc23)c1	1	-192	-35	0.6	-146	-25	-0.5	-18	-60	-7	-6
COc1ccc(NC(=O)Cn2ccc(C(F)(F)F)n2)cc1S(=O)(=O)N1CCOCC1	.	15	1	0.0	5	0	0.2	7	-40	17	3
CCOC(=O)C1(Cc2cccc(OC)c2)CCN(C(C)COC)CC1 (centres undefined)	3	1	-15	-0.1	-7	3	0.6	11	-2	10	4
NC(=O)c1oc2ccccc2c1NC(=O)c1ccc(F)cc1	4	8	5	-0.2	12	.	-3.1	7	-22	3	-47
COc1cccc(-c2noc(C3CCCN(S(=O)(=O)c4cccc(Cl)c4C)C3)n2)c1 (centres undefined)	2	-3	0	-0.2	33	-18	-0.3	-13	-2	3	3
Cc1ccc(C)[n+](CC(=O)c2ccc(-c3ccccc3)cc2)c1	1	11	66	0.3	15	15	0.8	6	23	-3	-2

Molecule	NR2E3 ag-2	HIF-2a inh	Shn3 inh set2	aDG glyco act	Peg3 promoter	TRPM1 prom inh	iPSC survival up	TWEAK Fn14 block	NR2E3 ag-1	KKLEB cytotox	CF NFkB inh
COc1ccccc1Nc1nc(Cl)nc(NC(C)(C)C)n1	2	6	-2	-0.1	2	8	-0.3	7	-4	-4	-2
CCN(CC)c1ccc(N=Nc2nn(C)c(C)c2[N+](=O)[O-])cc1	-10	-178	-10	-0.4	-162	-33	-2.5	15	-81	8	-10
CN(C)CCSc1nnc2sc3ccccc3n12	-2	4	-9	0.1	-5	6	-5.3	0	16	-16	-3
CCCCn1c(SCC(=O)c2ccc(OC)c(OC)c2)nc2cc(S(N)(=O)=O)ccc21	-1	5	25	0.4	12	-15	-0.7	-2	8	6	3
COCC(=O)N1CCc2ccc(NC(=O)c3ccc(C(F)(F)F)cc3)cc2C1	-2	-23	4	0.4	2	5	-0.2	-32	-2	-3	10
O=C(NCc1n[nH]c(=S)n1-c1cccc(Cl)c1)c1ccc(S(=O)(=O)N2CCCC2)cc1	2	5	-7	0.0	9	0	2.5	15	8	1	5
CCn1c(O)c(C=NCc2cccs2)c(=O)n(CC)c1=S	2	16	11	-0.1	-39	15	-0.2	20	13	0	35
COc1ccc(NS(=O)(=O)c2cccc(NC(=O)NC3CCCCC3)c2)cc1	0	21	42	0.1	8	25	-0.5	37	-12	-4	17
C#CCOCCOCCOCCNc1nc(N2CCN(C(=O)[C@H]([C@@H](C)O)n3cc(CCCCN)nn3)CC2)nc(N2CCN(C(=O)[C@H](C)n3cc(CCC(=O)O)nn3)CC2)n1	.	16	-4	-0.1	-3	7	0.4	17	-3	3	-6
CCOC(=O)Cc1nn(Cc2nc(-c3ccc(C#N)cc3)cs2)c(=O)c2ccccc12	5	24	3	0.1	20	2	1.1	13	14	2	-13
COc1ccc(C(=O)Nc2sc(C)c(-c3ccccc3)c2C#N)cc1OC	2	-156	-7	0.0	-98	-40	-3.7	-11	-73	1	1
CCOC(=O)C1(CC2CC2)CCN(Cc2ccc3cccc(F)c3n2)CC1	0	-32	-1	-0.1	-4	-4	-0.8	-13	-26	7	-12
CCOC(=O)c1cc(OC(=O)c2ccccc2OC)n(-c2ccccc2)n1	-1	18	-4	-0.1	13	8	0.2	4	-1	10	11
O=C(Cn1cnc2c(nnn2Cc2ccc(Cl)cc2)c1=O)N1CCCc2ccccc21	1	-3	22	0.0	26	10	-1.0	-13	-16	4	-2
CN(Cc1cccc(C(F)(F)F)c1)C(=O)C1CCC(=O)N(CC2CCCCC2)C1 (centres undefined)	0	-23	-21	0.1	-2	-1	-0.4	-36	20	-16	-2
Cc1c(C(=O)NC(=S)Nc2ccc(NC(=O)c3cccs3)cc2)oc2ccccc12	1	8	-13	0.1	-18	9	-0.2	-51	-14	-15	12
Cc1cc(C)nc(SCC(=O)c2ccc(O)cc2O)n1	4	5	-21	-0.5	3	.	3.1	-2	-25	-8	14
Cc1cccc(C(=O)NNC(=O)c2ccc(F)cc2)c1	-4	-39	-29	-0.6	-22	-15	-2.5	-14	-1	3	7
CCN(CC)CCCNC(=O)c1ccc(CS(=O)(=O)c2ccccc2OC)o1	-2	15	4	0.0	14	14	0.1	4	-7	3	-3
CC1Cc2ccccc2N1S(=O)(=O)c1cccc(C(=O)NCc2ccco2)c1 (centres undefined)	.	18	1	0.3	6	-18	-4.3	26	5	-1	10
O=C(Oc1ccc2ccc(=O)oc2c1)N1CCOCC1	2	-15	6	0.2	11	-5	5.6	-4	2	6	-16
COc1ccc(S(=O)(=O)N2CCCCC2)cc1	1	13	9	0.1	19	3	-1.1	7	3	-4	4
O=C(CN1CCN(c2ccccc2O)CC1)NC(=O)NC1CCCC1	-2	14	6	0.0	-9	8	0.8	6	6	4	12
C(=N\N(c1ccccc1)c1ccccc1)/c1ccccn1	5	10	12	-0.3	12	11	0.2	-27	11	1	-10
CCCCCc1cc(=O)oc2c(C(CCN3CCCC3)c3ccc(N(C)C)cc3)c(OC)cc(OC)c12 (centres undefined)	-4	15	-28	-0.9	97*	79*	-5.0	-6	-21	-27	14
COc1cc(C(=O)NCCCOC(C)C)ccc1OC1CCN(C(C)=O)CC1	.	-2	3	-0.1	11	2	-0.4	-9	-36	4	-19
COc1ccc(NC(=O)CC2(CC(=O)N3CCOCC3)CCCC2)cc1Cl	0	10	-7	0.1	3	-2	0.2	9	-1	-1	4
Cc1ccc(-c2cc(-c3ccccc3)c(C#N)c(N)n2)o1	1	18	-12	0.1	19	15	-0.3	10	-2	3	-17
O=C(NCc1cccs1)c1cccn2c(=O)c3sccc3nc12	2	1	10	0.0	19	-5	-0.4	0	-12	6	-35
CCC(C)N1C(=O)N(C)C2NC(=O)NC21 (centres undefined)	2	20	8	0.3	-2	13	-0.2	-1	-8	-3	5
COc1ccc(NS(=O)(=O)c2cc(OC)ccc2OC)cc1	1	7	4	0.0	3	8	-0.8	-2	-11	-3	1
CCOC(=O)C1(CCCc2ccccc2)CCN(Cc2cnn(C)c2)CC1	0	17	-57	0.5	26	7	-1.5	5	5	1	11
Cn1nc(C(=O)NNC(=O)c2cccc(Cl)c2)ccc1=O	.	7	-13	0.0	6	-8	0.2	1	10	7	-28

# Profiles, looked up by structure. Order of values: NR2E3 ag-2, HIF-2a inh, Shn3 inh set2, aDG glyco act, Peg3 promoter, TRPM1 prom inh, iPSC survival up, TWEAK Fn14 block, NR2E3 ag-1, KKLEB cytotox, CF NFkB inh
# Shown for CCOC(=O)Cc1nn(Cc2nc(-c3ccc(C#N)cc3)cs2)c(=O)c2ccccc12 → 5, 24, 3, 0.1, 20, 2, 1.1, 13, 14, 2, -13
# Shown for Cc1c(C(=O)NC(=S)Nc2ccc(NC(=O)c3cccs3)cc2)oc2ccccc12 → 1, 8, -13, 0.1, -18, 9, -0.2, -51, -14, -15, 12
# Shown for COc1ccc(S(=O)(=O)N2CCCCC2)cc1 → 1, 13, 9, 0.1, 19, 3, -1.1, 7, 3, -4, 4
